ST2 inh = inhibitors of human ST2 (IL1RL1) binding to IL-33, primary screen, biochemical, AlphaLISA; inhibition, % for hits at 17 µM; Interleukin-1 receptor-like 1 (Homo sapiens), Q01638; AlphaLISA ST2-Fc/biotin-IL-33 interaction, 1 h; 2.3% of 78,000 active; AID 1259354, 2018; in the data active means inhibition above about 30%; inconclusive means mostly about 10% to 28%
Target sequence (Q01638 whole entry, looked up): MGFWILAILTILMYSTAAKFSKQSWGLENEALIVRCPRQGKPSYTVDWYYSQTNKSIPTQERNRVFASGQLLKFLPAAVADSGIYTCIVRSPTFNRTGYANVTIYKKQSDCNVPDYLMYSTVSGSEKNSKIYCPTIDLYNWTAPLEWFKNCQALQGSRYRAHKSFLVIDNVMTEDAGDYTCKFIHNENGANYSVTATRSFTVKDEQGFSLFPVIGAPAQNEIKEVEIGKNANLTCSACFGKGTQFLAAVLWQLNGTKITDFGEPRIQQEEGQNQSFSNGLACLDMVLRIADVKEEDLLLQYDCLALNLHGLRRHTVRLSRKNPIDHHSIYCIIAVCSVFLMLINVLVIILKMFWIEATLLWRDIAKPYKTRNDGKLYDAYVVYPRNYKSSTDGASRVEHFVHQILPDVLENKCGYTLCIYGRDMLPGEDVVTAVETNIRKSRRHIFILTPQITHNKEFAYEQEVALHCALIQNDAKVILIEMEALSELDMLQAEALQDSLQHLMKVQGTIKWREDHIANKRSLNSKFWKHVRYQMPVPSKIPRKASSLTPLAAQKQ
* = called active by the depositor. Some of the compounds tested (hit frequency here may not be typical).

Preview (5 entries):
What do the screens show for `CC1OC(Nc2ccccc2[N+](=O)[O-])C(O)C(O)C1O` (stereo not given)?
ST2 inh: inactive

What do the screens show for `CC(C)NC(=O)CN(Cc1ccc(Cl)cc1Cl)S(=O)(=O)c1ccccc1`?
ST2 inh: inconclusive

How did Cc1cccc(CN2CCN(C(=O)c3ccc([N+](=O)[O-])cc3)CC2)c1 do in these assays?
ST2 inh: inactive

How did O=C(c1ccc(C(F)(F)F)cc1)C1CCCN(C(=O)c2cnccn2)C1 (stereo not given) do in these assays?
ST2 inh: inactive

What do the screens show for `CN(c1ncccc1C(=O)N1CCOC2(CNCCOC2)C1)C1CCCCC1` (stereo not given)?
ST2 inh: inactive

The list itself, previewed entries included:
What do the screens show for `CC1OC(Nc2ccccc2[N+](=O)[O-])C(O)C(O)C1O` (stereo not given)?
ST2 inh: inactive

What do the screens show for `CC(C)NC(=O)CN(Cc1ccc(Cl)cc1Cl)S(=O)(=O)c1ccccc1`?
ST2 inh: inconclusive

How did Cc1cccc(CN2CCN(C(=O)c3ccc([N+](=O)[O-])cc3)CC2)c1 do in these assays?
ST2 inh: inactive

How did O=C(c1ccc(C(F)(F)F)cc1)C1CCCN(C(=O)c2cnccn2)C1 (stereo not given) do in these assays?
ST2 inh: inactive

What do the screens show for `CN(c1ncccc1C(=O)N1CCOC2(CNCCOC2)C1)C1CCCCC1` (stereo not given)?
ST2 inh: inactive

How did CSc1nnc(CC2CCN(C(=O)CN(C)Cc3cccnc3)CC2)n1C do in these assays?
ST2 inh: inactive

Results for O=C(O)c1cc([N+](=O)[O-])c(C(=O)O)cc1Oc1ccc(Cl)cc1 ?
ST2 inh: inactive

How did O=c1[nH]c(Nc2ccc(Br)cc2)nnc1Cc1ccccc1Cl do in these assays?
ST2 inh: inactive

Results for CCOc1ccc(C(=O)Nc2sc3c(c2C(N)=O)CCCC3)cc1[N+](=O)[O-] ?
ST2 inh: inconclusive

How did O=C(CSc1nc2c([nH]c3ccccc32)c(=O)n1-c1ccc(F)cc1)Nc1nccs1 do in these assays?
ST2 inh: inconclusive

How did Cc1cc(C)nc(N=C(N)Nc2ccc(S(=O)(=O)O)cc2)n1 do in these assays?
ST2 inh: inactive

How did O=C(NCc1ccco1)C1(N2CCCCC2)Cc2ccccc2C1 do in these assays?
ST2 inh: inconclusive

Results for O=C(CCS(=O)(=O)c1cccc2nonc12)Nc1cccc2c1CCCC2 ?
ST2 inh: inactive

Results for CCCCN(C)S(=O)(=O)c1cccc2cccnc12 ?
ST2 inh: inactive

How did c1ccc(CNc2nc(NC3CCCCC3)nc(N3CCOCC3)n2)cc1 do in these assays?
ST2 inh: inactive

Gathered by group, the entries above containing fluorine (two)
How did O=C(c1ccc(C(F)(F)F)cc1)C1CCCN(C(=O)c2cnccn2)C1 (stereo not given) do in these assays?
ST2 inh: inactive

How did O=C(CSc1nc2c([nH]c3ccccc32)c(=O)n1-c1ccc(F)cc1)Nc1nccs1 do in these assays?
ST2 inh: inconclusive

More structures:
What do the screens show for `CCc1c(C)nc2ncnn2c1Sc1ccccc1NC(=O)Nc1ccc(C)cc1`?
ST2 inh: inconclusive

How did COCC(=O)N[C@H]1CC[C@]2(C)CC[C@@H]([C@H](C)C(=O)NCc3cccs3)[C@H](O)[C@H]2[C@@H]1C do in these assays?
ST2 inh: inactive

How did Cc1ccccc1Oc1ncnc(N)c1[N+](=O)[O-] do in these assays?
ST2 inh: inactive

How did Clc1ccc(-c2ccc(CN3CCOCC3)cn2)cc1Cl do in these assays?
ST2 inh: inactive

What do the screens show for `COc1cc(S(=O)(=O)NCc2ccc3c(c2)OCO3)ccc1F`?
ST2 inh: inactive

How did COc1ccc(N(C(=O)COc2ccccc2)C2C=CS(=O)(=O)C2)c(OC)c1 (stereo not given) do in these assays?
ST2 inh: inactive

How did Cc1ccc(-n2c(=O)n(C)c3c(C(N)=O)nc(-c4ccccc4F)nc32)cc1C do in these assays?
ST2 inh: inactive

How did CCCOC(=O)C1=C(C)NC2=C(C(=O)C(C(=O)OC)C(C)C2)C1c1cccc(O)c1 (stereo not given) do in these assays?
ST2 inh: inactive

What do the screens show for `CCSc1nc(CC(=O)N(C)Cc2nc(-c3ccncc3)no2)cs1`?
ST2 inh: inconclusive

Results for C=CCN(c1ccccc1)S(=O)(=O)c1cc(Br)cc2c1N(C(C)=O)C(C)C2 (stereo not given) ?
ST2 inh: inactive

How did COc1cc(NS(=O)(=O)c2ccc3c(c2)CCN3C(=O)C2CC2)cc(OC)c1 do in these assays?
ST2 inh: inactive

Results for CCO[C@H]1COC[C@@H]1n1cc(-c2ccc3c(c2)OCCO3)nn1 ?
ST2 inh: inactive

Results for O=C(c1ccco1)N(Cc1ccccc1)Cc1ccccc1 ?
ST2 inh: inactive

How did O=C(O)c1ccccc1NC(=O)C1CCCN1C(=O)c1ccc([N+](=O)[O-])cc1 (stereo not given) do in these assays?
ST2 inh: inactive

Results for COc1ccc(-c2cc(-c3ccc(Cl)cc3)n[nH]2)c(O)c1 ?
ST2 inh: inactive

How did CCOc1cccc(OCCn2cnc3ccccc3c2=O)c1 do in these assays?
ST2 inh: inconclusive

How did Cc1ccsc1CN(C)C(=O)CC(c1ccccc1)c1ccc2c(c1)OCO2 (stereo not given) do in these assays?
ST2 inh: inactive

Results for COc1ccc(C)cc1NC(=O)N(C)C(C)c1nc(C)sc1C (stereo not given) ?
ST2 inh: inactive

How did CN1CCC2(CC1)CN(C(=O)c1cc(=O)c3ccccc3o1)CCN2C do in these assays?
ST2 inh: inactive

Results for O=c1c(-c2ccccc2Cl)coc2cc(O)ccc12 ?
ST2 inh: inconclusive

What do the screens show for `CCc1ccc(OCCCC(=O)Nc2nc3ccc(S(C)(=O)=O)cc3s2)cc1`?
ST2 inh: inactive

Results for CC(C)c1ccc(S(=O)(=O)NCc2nc3cccnc3n2Cc2ccc(F)cc2)cc1 ?
ST2 inh: inactive

What do the screens show for `O=C(CNC1=NCCC1)c1ccc(-c2ccccc2)cc1`?
ST2 inh: inactive

What do the screens show for `Cc1nc(SCC(=O)NCC2CCCO2)c2c(=O)n(C)c(=O)n(C)c2n1` (stereo not given)?
ST2 inh: inactive

What do the screens show for `COC(=O)Nc1cccc(Cl)c1`?
ST2 inh: inactive

How did COc1cccc(CN2CCN(Cc3ccc(OC)c(OC)c3OC)CC2)c1 do in these assays?
ST2 inh: inactive

What do the screens show for `O=S(=O)(N1CCCC1)N1CCN(c2nccc(CCC(F)(F)F)n2)CC1`?
ST2 inh: inconclusive

What do the screens show for `COc1ccc(/C(N)=N\OC(=O)c2ccccc2Cl)cc1`?
ST2 inh: inactive

Results for CC1CCN(C(=O)CN2Cc3ccccc3OC(c3ccccc3F)C2)CC1 (stereo not given) ?
ST2 inh: inactive

How did CCCCN(CC#CC(O)(c1ccccc1)c1ccccc1)CCO do in these assays?
ST2 inh: inactive

How did O=C(NCc1cccs1)C1CCN(S(=O)(=O)c2cccc3cccnc23)CC1 do in these assays?
ST2 inh: inconclusive

How did COC(=O)c1ccc(NC(=O)CSc2nc(C)nc3sc4c(c23)CCC4)cc1 do in these assays?
ST2 inh: inactive

What do the screens show for `COc1ccc(N2C(=O)c3ccccc3NC2c2ccc(OC)c(COc3ccccn3)c2)cc1` (stereo not given)?
ST2 inh: inactive

How did CCCC(=O)N(c1ccc(C(C)C)cc1)C1C=CS(=O)(=O)C1 (stereo not given) do in these assays?
ST2 inh: inactive

What do the screens show for `C[C@H]1[C@@H]2[C@@H](O)C([C@H](C)C(=O)NC3CCCCC3)CC[C@@]2(C)CC[C@@H]1NC(=O)c1ccccn1` (stereo not given in full)?
ST2 inh: inactive

How did Cc1ccc(Oc2ncccc2CNc2ncccn2)c(F)c1F do in these assays?
ST2 inh: inconclusive

How did Cc1cccc(NC(=O)CSc2cn(CCNC(=O)c3ccccc3F)c3ccccc23)c1C do in these assays?
ST2 inh: inactive

What do the screens show for `CN(CC(=O)Nc1ccc(Br)cc1F)S(=O)(=O)c1ccc2c(c1)CCC(=O)N2`?
ST2 inh: inactive

What do the screens show for `O=C(Nc1ccc2c(c1)OCCO2)c1coc(=O)c2ccccc12`?
ST2 inh: inconclusive

Results for O=C1C2ON(c3ccc(Br)cc3)C(c3cccnc3)C2C(=O)N1c1ccccc1 (stereo not given) ?
ST2 inh: inactive

What do the screens show for `O=C(c1cccc(F)c1)N(c1ccc(F)cc1)C1C=CS(=O)(=O)C1` (stereo not given)?
ST2 inh: inactive

How did COc1cc(C=O)ccc1OC(=O)N1CCOCC1 do in these assays?
ST2 inh: inactive

Results for CC(=O)NCCNC(=O)C1CCC(Cn2c(=O)[nH]c3ccsc3c2=O)CC1 (stereo not given) ?
ST2 inh: inactive

What do the screens show for `CCCCN(C)C(=O)C1CCC(Cn2c(=O)c3sccc3n(CC(=O)NC(C)C)c2=O)CC1` (stereo not given)?
ST2 inh: inactive

How did O=C(Nc1c(Cl)cccc1Cl)c1cccs1 do in these assays?
ST2 inh: inactive

How did Cc1csc(=NC(=O)c2ccccc2)n1Cc1ccco1 do in these assays?
ST2 inh: inconclusive

How did O=C(Cc1cccs1)N1CCc2c(cc(-c3ccccc3F)c(=O)n2Cc2ccncc2)C1 do in these assays?
ST2 inh: inactive

What do the screens show for `CC(C)Oc1ccc(CN2CCC3(CCNCC3)C2)cc1`?
ST2 inh: inactive

Results for O=C(O)CN(Cc1ccco1)S(=O)(=O)c1ccccc1 ?
ST2 inh: inactive

What do the screens show for `O=C(Nc1ccc2nn(-c3ccc(F)cc3)nc2c1)c1cccnc1`?
ST2 inh: inactive

How did C=CCNC(=O)CN(c1cccc(Br)c1)S(C)(=O)=O do in these assays?
ST2 inh: inactive

Results for Cc1ccccc1NC(=O)C(=O)N1CCOCC1 ?
ST2 inh: inactive

Results for CC[C@@]12C[C@H]3C[C@@](O)(C1)C[C@](C(=O)NCCC(=O)Nc1nccs1)(C3)C2 ?
ST2 inh: inconclusive

How did COc1cc(Br)c(CN2CCN(Cc3ccccc3)CC2)cc1OC do in these assays?
ST2 inh: inactive

Results for CC1(C)CC(=O)C=C(NCCN2CCN(C(=O)Nc3ccc(Cl)c(Cl)c3)CC2)C1 ?
ST2 inh: inactive

What do the screens show for `Cc1[nH]n(-c2ccccc2)c(=O)c1C=NC1CCCCC1`?
ST2 inh: inactive

Results for Cc1cc(C(=O)Nc2cnn(Cc3ccccc3C)c2)no1 ?
ST2 inh: inconclusive

How did CC(=O)NCCC1CCCCN1C(=O)NCc1ccccc1F (stereo not given) do in these assays?
ST2 inh: inactive

What do the screens show for `Cc1cc(C)nc(SC2CCCCC2NS(=O)(=O)c2ccccc2)n1` (stereo not given)?
ST2 inh: inactive

What do the screens show for `O=C(c1ccc(Br)o1)N1CCN(c2ccc(Cl)cc2[N+](=O)[O-])CC1`?
ST2 inh: inconclusive

Grouped by structure: the entries above with a CF3 group
How did O=C(c1ccc(C(F)(F)F)cc1)C1CCCN(C(=O)c2cnccn2)C1 (stereo not given) do in these assays?
ST2 inh: inactive

What do the screens show for `O=S(=O)(N1CCCC1)N1CCN(c2nccc(CCC(F)(F)F)n2)CC1`?
ST2 inh: inconclusive

Later entries:
What do the screens show for `O=C(CSc1oc(-c2ccccc2)nc1S(=O)(=O)c1ccccc1)Nc1ccc(F)cc1`?
ST2 inh: inconclusive

How did O=C(CSc1nnc(Cc2ccccc2)n1-c1ccccc1)Nc1ccccc1-c1ccccc1 do in these assays?
ST2 inh: inactive

How did O=C(Nc1cccc(F)c1)N1CCN(c2ccc(F)cc2)CC1 do in these assays?
ST2 inh: inactive

Results for CCOCCCNC(=O)c1ccc2c(c1)ncn2C1CCCC1 ?
ST2 inh: inactive

How did Cc1ccc(-c2nsc(SCC(=O)NCc3ccc4c(c3)OCO4)n2)cc1 do in these assays?
ST2 inh: inactive

Results for CN1CCCNC1c1ccc(-c2ccc([N+](=O)[O-])cc2)o1 (stereo not given) ?
ST2 inh: inconclusive

How did COc1ccc(NC(=O)CSc2nc3c(c(=O)n2-c2ccccc2)SCC3)c(OC)c1 do in these assays?
ST2 inh: inconclusive

What do the screens show for `Cc1ccc(OCCSc2nc(-c3ccccc3)cc(=O)[nH]2)cc1C`?
ST2 inh: inactive

How did N#C/C(=C\Nc1ccccc1F)c1nc(-c2cc3ccccc3oc2=O)cs1 do in these assays?
ST2 inh: inconclusive

What do the screens show for `CCOC(=O)c1nn(CC(C)C)c2c1CN(C(=O)CSc1nnc(C)s1)CC2`?
ST2 inh: inconclusive

How did CCC(Sc1nncn1C)C(=O)Nc1nnc(C)s1 (stereo not given) do in these assays?
ST2 inh: inactive

Results for Cc1nccn1-c1c2c(c(C#N)c3nc4ccccc4n13)CCCC2 ?
ST2 inh: inactive

How did O=C(Nc1cccc(C(F)(F)F)c1)N[C@H]1CO[C@H]2[C@@H]1OC[C@@H]2Nc1nccc(C2CCCC2)n1 do in these assays?
ST2 inh: inconclusive

Results for O=S(=O)(O)c1cccc2cccnc12 ?
ST2 inh: inactive

How did CN(CC1COCCO1)c1nc(C(C)(C)C)nc2c1cnn2C (stereo not given) do in these assays?
ST2 inh: inactive

How did Cc1ccc(N(C(=O)c2ccccc2Cl)C2C=CS(=O)(=O)C2)cc1C (stereo not given) do in these assays?
ST2 inh: inactive

What do the screens show for `Cc1ccc(N=Cc2cc(Br)cc(Cl)c2O)c(O)c1`?
ST2 inh: inactive

What do the screens show for `COc1ccc(-c2csc(/C(C#N)=C/c3cccc(F)c3)n2)cc1`?
ST2 inh: 43.0%*

How did C=CCc1nc2c(c(=O)n1Cc1ccccc1)C(C)(C)Cc1ccccc1-2 do in these assays?
ST2 inh: inactive

Results for O=C(O)c1cccc(NC(=O)c2cccc(S(=O)(=O)Nc3ccc(Cl)cc3)c2)c1 ?
ST2 inh: inactive

How did COc1ccc2c(CC#N)c[nH]c2c1 do in these assays?
ST2 inh: inconclusive

How did O=C(CCn1ccccc1=O)Nc1cnc2n1CCCC2 do in these assays?
ST2 inh: inactive

How did CN(C)[C@@H]1C(=O)C(C(N)=O)=C(O)[C@@]2(O)C(=O)C3=C(O)c4c(O)ccc(Cl)c4[C@@H](O)[C@H]3C[C@@H]12 do in these assays?
ST2 inh: inactive

What do the screens show for `Cc1ccc2nc(-c3cccnc3)c(Nc3ccc(Cl)cc3)n2c1`?
ST2 inh: inconclusive

Screening results deposited in PubChem by IUPUI and University of Michigan.
